Assay outcomes: PubChem, Broad Institute
PglD inh = C. jejuni PglD acetyltransferase inhibitors, primary screen, biochemical, DTNB colorimetric, single point; UDP-N-acetylbacillosamine N-acetyltransferase PglD (Campylobacter jejuni); purified PglD enzyme, DTNB colorimetric CoA detection; inhibition, % at 12.5 µM; 360,000 compounds, 0.098% hits; AID 602405, 2012; in the data active means inhibition above about 16%, passing the limit was not always enough; inconclusive means no clear call, values can overlap the other calls; further: strong numbers were not always called active
Casp6 inh = human caspase-6 inhibitors, primary screen, biochemical, VEID-R110 fluorescence, single point, set 2; P55212; purified caspase-6, Z-VEID-R110 cleavage fluorescence; inhibition, % at 12.5 µM; 350,000 compounds, 0.53% hits;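 active means mean inhibition across replicates at least about 35%, with every replicate also reaching that limit, limit read from the data; inconclusive means only one of the two criteria met; inactive means neither criterion met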;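 further: 0% = median of neutral control wells and 100% = no fluorescence left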
RAD54 branch = inhibitors of human RAD54 branch migration, primary screen, biochemical, fluorescence, single point; DNA repair and recombination protein RAD54-like (Homo sapiens), Q92698; RAD54 Holliday junction branch migration, FAM/BHQ fluorescence; inhibition, % at 10.4 µM; 360,000 compounds, 0.14% hits; AID 602329, 2012;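 active means mean normalized replicate activity at least 40 and at least half of replicates scoring 40 or more; inconclusive means only one of the two criteria met; inactive means mean below 40 and under half of replicates reaching 40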;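 further: 0% = median of neutral control wells and 100% = median of positive control wells; inhibitors cause a drop in the FAM fluorescence signal; in these data hits start at about 50%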
RAD52 anneal inh = RAD52 DNA annealing inhibitors, primary screen, biochemical, FRET, single point, set 2; DNA repair protein RAD52 homolog (Homo sapiens), P43351; recombinant RAD52 DNA annealing, FRET fluorescence; inhibition, % at 18.7 µM; 360,000 compounds, 0.46% hits; AID 651710, 2012;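 active means every replicate showing at least 50% inhibition; inconclusive means mean inhibition at least 50% but not in every replicate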
esBAF inh = Bmi1 luciferase reporter increase in mESCs, primary screen, esBAF inhibitor project, mouse ES cells, Bmi1 luciferase knock-in, single point | 24 h; 100% = twice the neutral-well signal | reporter increase, % at 12.5 µM | 350,000 compounds, 2% hits | AID 602393, 2012; in the data active means activation above about 40%; inconclusive means no clear call, values can overlap the other calls;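 further: 0% = median of the plate's neutral control wells and 100% = double that signal; a rise in the Bmi1 reporter signal indicates esBAF inhibition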
E-sel inducer = E-selectin induction in HUVECs, primary screen, imaging, HUVEC, immunofluorescence imaging, single point; P16581; normalized: neutral wells 0, TNF-alpha wells 100; activation, % at 7.58 µM; 260,000 compounds, 0.37% hits;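 active means mean E-selectin-positive cell signal at least 10% of the positive control, reached in at least 60% of replicates, without over 20% cell loss; inconclusive means no rule given, readout overlaps actives, possibly toxicity-flagged; inactive means the rest, including those meeting only one limit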;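 further: in these data hits start at about 27%; measured in HUVEC primary endothelial cells; signal is the percent of cells scored E-selectin positive by PE staining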
Target sequence (P16581 whole entry, looked up): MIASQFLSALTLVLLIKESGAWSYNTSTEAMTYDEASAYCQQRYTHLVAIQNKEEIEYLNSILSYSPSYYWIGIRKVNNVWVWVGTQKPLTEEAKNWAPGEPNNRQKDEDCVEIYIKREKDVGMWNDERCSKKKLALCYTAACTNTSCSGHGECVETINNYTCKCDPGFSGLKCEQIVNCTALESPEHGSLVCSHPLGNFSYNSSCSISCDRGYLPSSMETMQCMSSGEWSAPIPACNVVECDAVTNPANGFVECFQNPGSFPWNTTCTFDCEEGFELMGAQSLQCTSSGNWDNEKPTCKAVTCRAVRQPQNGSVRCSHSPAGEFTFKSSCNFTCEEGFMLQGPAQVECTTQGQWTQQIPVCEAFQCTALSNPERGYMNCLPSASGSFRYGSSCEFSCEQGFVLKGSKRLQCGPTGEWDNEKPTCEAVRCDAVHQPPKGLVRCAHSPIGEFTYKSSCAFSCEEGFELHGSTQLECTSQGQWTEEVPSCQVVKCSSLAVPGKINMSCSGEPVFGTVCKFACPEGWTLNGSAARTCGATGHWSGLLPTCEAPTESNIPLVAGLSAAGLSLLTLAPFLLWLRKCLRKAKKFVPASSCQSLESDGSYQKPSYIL
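Test system: HUVEC; input: 3,000 HUVEC/well; measured by: immunofluorescence imaging; read-out: % PE-positive cells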
ERp5 inh = inhibitors of ERp5-driven insulin aggregation, primary screen, biochemical, turbidity, absorbance 650 nm, single point. Protein disulfide-isomerase A6 (Homo sapiens), Q15084. 90 min. inhibition, % at 9.99 µM. 350,000 compounds, 0.05% hits. AID 651711, 2012;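 active means mean replicate inhibition above about 25%, with every replicate also reaching it, limit read from the data, passing the limit was not always enough; inconclusive means only one of those two criteria met; inactive means neither criterion met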
Target sequence (Q15084 whole entry, looked up): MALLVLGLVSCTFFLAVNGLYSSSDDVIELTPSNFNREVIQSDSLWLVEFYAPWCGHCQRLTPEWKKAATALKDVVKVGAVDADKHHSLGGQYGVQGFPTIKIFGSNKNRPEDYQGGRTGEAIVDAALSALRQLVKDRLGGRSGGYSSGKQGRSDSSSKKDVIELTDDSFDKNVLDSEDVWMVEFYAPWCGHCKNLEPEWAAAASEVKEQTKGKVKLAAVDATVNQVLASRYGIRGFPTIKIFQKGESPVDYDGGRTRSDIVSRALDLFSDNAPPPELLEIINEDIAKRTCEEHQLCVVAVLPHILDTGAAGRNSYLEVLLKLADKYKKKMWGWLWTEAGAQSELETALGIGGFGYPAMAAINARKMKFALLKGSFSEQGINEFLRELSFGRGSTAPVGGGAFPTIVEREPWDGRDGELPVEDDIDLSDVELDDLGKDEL
ARNT-TACC3 inh = disruptors of ARNT/TACC3 protein interaction, primary screen, biochemical, AlphaScreen, single concentration. Transforming acidic coiled-coil-containing protein 3 (Homo sapiens), Q9Y6A5. AlphaScreen His-ARNT PAS-B/GST-TACC3 binding, luminescence; TACC3 fragment carries E629A point mutation. inhibition, % at 9.99 µM. 390,000 compounds, 0.66% hits;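 active means mean inhibition of replicates at least 50% and at least half of replicates each reaching 50%; inconclusive means half or more replicates reach 50% but mean below 50%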;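 further: 0% = complete ARNT plus TACC3 wells and 100% = ARNT alone without TACC3; many hits fall short of the cut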
* = called active by the depositor; ? = inconclusive; / = no result given; & = joins results of further samples.

Sequence of screens – PglD inh	Casp6 inh	RAD54 branch	RAD52 anneal inh	esBAF inh	E-sel inducer	ERp5 inh	ARNT-TACC3 inh
- O=S(=O)(c1ccccc1)N1[C@@H]2CNC[C@H]1C2c1ccc(/C=C/c2ccccc2)cc1 (some centres undefined)
 : /	2.2&2.2	/	49.1&32.8	/	0.5&0.3	1.8&0.0	/
- CC1CN(S(=O)(=O)c2ccccc2)C(C)N1C(=O)N1CCOCC1 (centres undefined)
 : -2.9	0.7	-6.3	-5.6	/	0.0	2.6	6.2
- CCOc1ccc(Nc2ccc(C(=O)O)cc2[N+](=O)[O-])cc1
 : 5.8	2.5	-5.5	9.5	-9.1	0.4	1.2	-3.5
- O=C(O)c1ccc2c(c1)C(=O)N(c1ccc([N+](=O)[O-])cn1)C2=O
 : 3.4	5.8	10.0	-22.2	3.2	/	-0.5	-2.5
- COCC#Cc1ccc([C@@H]2[C@@H](CO)N3C(=O)CN(C(=O)CN4CCOCC4)C[C@@H]23)cc1
 : /	-0.7	/	-18.8	/	-0.1	-0.6	/
- CCOC(=O)c1c(-c2ccc(C)cc2C)csc1NC(=O)CSc1nnnn1C
 : 9.7	-2.4	-15.2	-7.2	-4.4	/	2.7	-4.0
- CC1CC(C)CN(S(=O)(=O)c2ccc(C(=O)NCc3ccco3)cc2)C1 (centres undefined)
 : 4.4	-1.6	-6.4	-29.8	-2.3	5.1	1.1	-0.9
- COc1cc(NC(=O)c2ccc3c(=O)n(Cc4ccco4)c(=S)[nH]c3c2)cc(OC)c1OC
 : 4.2	/	11.1	/	-2.5	/	/	0.0
- NC(=O)c1ccc(NC(=O)COC(=O)C2(c3cccc(F)c3)CCCC2)cc1
 : /	8.0	/	-28.5	-1.9	-0.5	0.2	-1.0
- CC(CNC(=O)c1ccc(OC2CCN(Cc3ccccn3)CC2)cc1)Oc1cccnc1 (centres undefined)
 : 6.4	-11.1	3.0	-6.5	-0.5	1.5	3.1	-6.6
- CCOC(=O)N1CCN(C(=O)c2cccc(S(=O)(=O)Nc3ccc(OC)cc3)c2)CC1
 : /	-120.7	/	10.1	/	/	0.2	-4.9
- COC(=O)CNS(=O)(=O)c1ccc(OC)cc1
 : -3.4	/	4.5	/	0.0	/	/	-3.8
- CN(C)CC#Cc1ccc([C@H]2[C@@H](CO)N3C(=O)CN(C(=O)Cc4cccnc4)C[C@H]23)cc1
 : /	-32.3	/	-2.5	/	-0.1	1.0	/
- Cc1occc1-c1nnc(SCC(=O)N(C)c2ccccc2)o1
 : 6.4	3.0	7.9	-7.9	8.3	-0.1	-7.6	-1.8
- CO[C@@H]1CN(C)C(=O)c2ccc(NC(=O)c3cccc(F)c3)cc2OC[C@H](C)N(C(C)=O)C[C@H]1C
 : -2.8	1.4	-0.9	-0.9	4.2	-0.1	3.7	-11.8
- COC(=O)c1ccc2c(C)c(C(C)(C)O)[nH]c2c1
 : 2.2	-1.1	11.9	-19.8	4.7	0.0	5.9	-17.0
- COc1ccc(NC(=O)CSCC(=O)Nc2ccc(C)c(S(=O)(=O)N3CCCCCC3)c2)cc1
 : 0.7	1.7	4.0	-34.4	-0.8	0.1	-1.1	8.3
- COc1ccc(NC(=O)CSc2ncnc3c2nnn3-c2ccc(F)cc2)c(OC)c1
 : 0.2	-1.4	7.0	-18.3	5.6	/	0.3	0.3
- C[C@H](CO)N1C[C@H](C)[C@@H](CN(C)S(=O)(=O)c2ccccc2)Oc2c(NC(=O)Nc3ccccc3)cccc2C1=O
 : 3.8&-4.7	-0.9&5.1	-6.6&-4.8	1.2&-7.2	6.8&3.8	?	0.0&11.2	-9.3&2.3
- CC(=O)N1C(=O)C2(NCC(C)N2)c2ccccc21 (centres undefined)
 : -2.4	-1.9	-3.0	-2.8	-4.9	0.0	-0.8	/
- O=C(C1CCOCC1)N1CC(=O)N2[C@H](CO)[C@@H](c3ccc(C#CC4CCCC4)cc3)[C@H]2C1
 : /	2.1	/	-9.2	/	-0.6	-1.0	/
- Cc1cccc(C(=Cc2ccc([N+](=O)[O-])cc2)C(=O)O)c1
 : -3.9	-0.3	-5.6	-11.0	7.8	/	-1.1	/
- COC(=O)[C@]12CCCCC=C1N(CCc1ccc(OC)c(OC)c1)C(=O)[C@H](CC(=O)N1CCOCC1)C2
 : /	0.2	/	-5.1	/	4.0	-2.3	/
- CCN(CC(=O)NCc1ccc(Cl)cc1)C(=O)CSCC(=O)Nc1ccc(OC)cc1
 : -0.2	-151.2	-6.8	-2.4	-4.1	/	-2.2	-21.0
- Cc1cccc(S(=O)(=O)N2C[C@H](O)COC[C@@H]3O[C@H](CC(=O)N4CCN(C)CC4)CC[C@H]32)c1
 : 9.4	-0.8	-3.6	13.4	-5.7	0.0	-2.4	-5.9
- O=C(C1CC1)N1[C@@H]2CN(S(=O)(=O)c3ccc(F)cc3)c3ccccc3[C@@H]2[C@@H]1CO
 : -0.8	0.0	7.6	-8.0	-1.3	-0.4	2.0	-5.2
- COc1ccc(C(CCN2CCCC2)c2c(O)cc(OC)cc2OC)cc1 (centres undefined)
 : 4.3	/	-5.2	/	2.2	0.1	/	3.9
- Cc1ccc(C)c(NC(=O)C2CCCC2)c1
 : /	-2.3	/	4.6	/	/	-3.6	2.7
- O=C(COC(=O)CNC(=O)c1ccco1)Nc1ncc(Cl)cc1Cl
 : -0.6	9.5	-12.7	-111.5	-4.2	-1.2	-9.4	-0.6
- COc1ccc(N2C(=O)CC(N3CCN(c4ccc(S(=O)(=O)N5CCCC5)cc4)CC3)C2=O)cc1 (centres undefined)
 : -1.8	/	2.2	/	1.5	/	/	-6.7
- COc1ccc(/C=N/NC(=O)c2nc(Cl)c(Cl)c(N)c2Cl)cc1COc1ccccc1F
 : 2.3	/	-3.0	/	10.5	/	/	1.5
- CCCc1ccc(C(=O)NNc2cc(Cl)ccc2Cl)cc1
 : -5.3	-2.8	-6.5	-2.0	-0.2	0.5	1.8	7.4
- CCOc1cc(CNc2cccc3[nH]c(C)nc23)ccc1OC
 : -3.6	-0.6	-10.8	5.6	1.7	0.0	3.8	4.6
- C/C(=C/CCC(C)[C@H]1CC[C@@]2(C)C3=C(CC[C@]12C)[C@@]1(C)CCC(=O)C(C)(C)[C@@H]1CC3)C(=O)O (some centres undefined)
 : 4.0	-2.7	-5.1	-7.4	-4.7	0.0	-1.1	-1.3
- Cc1ccc(CNC(=O)C2CCCN(Cc3cnn(-c4ccccc4)c3-n3cccc3)C2)cc1 (centres undefined)
 : -1.2	/	-6.6	/	9.7	/	/	4.2
- COc1ccc(CNC(=O)N(C)C[C@@H]2OCc3ccccc3-c3c(n(C)c4ccccc34)C(=O)N([C@H](C)CO)C[C@H]2C)cc1
 : 2.0	0.5	-0.1	-15.2	-10.0	0.3	-0.8	-11.2
- CCCCn1c(SCC(=O)c2ccc(OCC)cc2)nc2cc(S(N)(=O)=O)ccc21
 : 2.2	/	0.3	/	2.4	/	/	-0.3
- C/C=C/c1ccc2c(c1)O[C@H](CN(C)C(=O)Nc1ccc(C(F)(F)F)cc1)[C@@H](C)CN([C@@H](C)CO)S2(=O)=O
 : 2.8	0.2	5.0	9.8	0.4	1.1	13.7	-9.3
- COc1ccc(Br)c(C(=O)Nc2ccc(F)cc2)c1
 : /	-5.2	/	-13.7	/	/	4.2	-4.4
- CCCn1c(=O)n(C)c(=O)c2c(SCC(=O)NC34CC5CC(CC(C5)C3)C4)nc(CC(C)C)nc21
 : /	-0.4	/	-5.0	/	-0.8	-1.8	-2.1
- CN(CCO)CC(O)CN(c1ccccc1)c1ccccc1 (centres undefined)
 : /	-6.3	/	3.6	-0.8	7.7	0.7	-18.2
- CCc1sc(C(=O)Nc2nccs2)cc1C
 : 1.2	0.0	-3.0	-13.9	-1.3	-0.1	3.7	-5.3
- O=C(CCNS(=O)(=O)c1ccc(Br)cc1)NC1CCCCC1
 : 1.4	-1.5	-5.9	-9.2	-14.2	0.7	3.5	-1.9
- CCn1ccnc1CN(C)C(=O)c1cc(COc2ccc(Cl)cc2OC)on1
 : 2.4	-6.8	-3.8	-16.2	1.6	-0.2	8.2	-3.0
- Cn1c(=O)[nH]c(=O)c2c1nc(N1CCNCC1)n2CCOc1ccccc1
 : -5.5	/	6.0	/	-6.1	/	/	1.1
- FC(F)(F)c1ccc(C2[C@H]3CN(Cc4cccnc4)[C@H](c4ccccc4)C34CC2(c2ccccc2)C4)cc1 (some centres undefined)
 : -2.3	1.6	-1.5	-48.5	12.1	0.2	1.2	-7.5
- Cc1cc(C(=O)N/N=C/c2ccc(-c3ccc([N+](=O)[O-])cc3Cl)o2)n[nH]1
 : -1.0	-0.6	-12.6	-87.6	-11.6	0.2	4.2	1.5
- CC(C)NC(=O)N(C)C[C@@H]1Oc2cc(C#CC(C)(C)O)ccc2S(=O)(=O)N([C@@H](C)CO)C[C@H]1C
 : -3.4	/	-5.0	17.0	-2.4	-2.4	/	/
- CCc1ccc(NC(=O)CS(=O)CC(=O)NC(C)CCc2ccco2)cc1 (centres undefined)
 : -5.3	/	-0.1	/	-4.2	/	/	2.2
- CSCCC(C(=O)NC1CCCC1)n1c(-c2ccncc2)nc2ccccc21 (centres undefined)
 : /	-2.3	/	-13.4	/	2.5	2.9	/
- O=C(C[C@H]1CC[C@H]2[C@@H](COC[C@H](O)CN2Cc2ccncc2)O1)NCc1ccccc1Cl
 : 1.2	-1.9	-4.7	-1.9	-1.0	0.0	-1.4	-7.5
- COc1ccc(C(=O)c2c3ccc([N+](=O)[O-])cc3[n+]([O-])n2CCCN)cc1
 : 3.0	/	1.4	11.1	4.6	-0.3	-6.2	5.0
- CC(C)(c1ccccc1)c1ccc(OCCCN2CCNCC2)cc1
 : /	15.0	/	56.8*	/	-0.4	-5.3	8.4
- CC(Sc1ccc(Cl)cc1)C(=O)Nc1ccccc1C(=O)N1CCOCC1 (centres undefined)
 : 0.2	/	0.7	/	3.3	/	/	-5.3
- COc1ccc(S(=O)(=O)N(C)C[C@H]2Oc3c(NS(=O)(=O)c4ccccc4)cccc3C(=O)N([C@H](C)CO)C[C@@H]2C)cc1
 : -1.5	/	-0.3	5.6	-0.7	0.1	12.4	-5.6
- CC1CCCN(S(=O)(=O)c2ccc(-c3ccc(=O)[nH]n3)o2)C1 (centres undefined)
 : 4.6	/	-1.9	-26.7	-1.5	/	-5.2	-7.5
- Cc1cccc(OCc2nnc(SC(C)C(=O)O)n2Cc2ccccc2)c1 (centres undefined)
 : -15.2	-0.3	0.1	-15.4	-3.9	-0.3	0.1	0.7
- Cn1cc(/C=C(\NC(=O)c2ccccc2)C(=O)NCCCN2CCOCC2)c2ccccc21
 : 2.6	-3.6	1.7	-11.4	-0.8	/	2.5	-2.5

Rows are unselected, and some 3.2% of all compounds hit somewhere here.
